Apoferritin bind: candidate novel general anesthetic via apoferritin binding | apoferritin/1-aminoanthracene competitive binding, fluorescence | Potency, µM (series often up to 77.5 µM), for the others: at the highest dose activity change, negative = displacement, most hits filed as inhibitors | actives 0.074% (n = 350,000) | P02791; also: potency is read from the fitted curve at half-maximal effect; % is scaled to controls: 0 for no effect and ±100 for the full control effect; nearly all actives have a fitted effect of over 20% in size
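Horse-spleen apoferritin (10 uM) in 50% saturated 1-aminoanthracene in PBS was incubated 10 min at room temperature with compound. Fluorescence (ex 380, em 535 nm) was normalized to free and bound 1-AMA, with concentration-response fitted by a four-parameter Hill equation.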
Tb PGK inh: T. brucei PGK inhibition; PGK/GAPDH coupled, Kinase-Glo luminescence, 60 min; Potency, µM (top dose mostly 57.5 µM), for the others: at the highest dose activity change, negative = inhibition, most hits filed as inhibitors; P07378; actives 0.043% (n = 380,000); AID 602233; also: potency is read from the fitted curve at half-maximal effect; % is scaled to controls: 0 for no effect and ±100 for the full control effect; nearly all actives have a fitted effect of over 60% in size
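Luminescent ATP detection (Kinase-Glo Plus) follows a 60-minute room-temperature incubation, with wells lacking PGK as controls. Buffer: 100 mM TEA (pH 7.6), 5 mM MgCl2, 0.01% Tween-20. Coupling enzyme GAPDH (100 nM final) supplies unstable 1,3-BPG in-well.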
BLM inh: blocks DNA unwinding by human BLM helicase; P54132; recombinant BLM DNA unwinding, fluorescence dequenching; Potency, µM (series often up to 56.1 µM), inactives show at the top dose activity change, negative = inhibition, actives largely listed as inhibitors; actives 0.2% (n = 350,000);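 also: potency is read from the fitted curve at half-maximal effect; plate controls were vehicle for no effect and no enzyme for full effect; nearly all actives have a fitted effect of over 35% in size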
POLH inh: DNA polymerase eta (human) inhibition; Q9Y253; recombinant Pol eta, fluorescent DNA replication assay; Potency, µM (highest dose often 114 µM), for the others: at the highest dose activity change, negative = inhibition, hits mostly inhibitors; actives 1.2% (n = 390,000); also: potency is read from the fitted curve at half-maximal effect; % is scaled to controls: 0 for no effect and ±100 for the full control effect
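Pol eta (10 nM) was preincubated with compounds for 15 min at room temperature, after which fluorescent replication substrate (50 nM final) was added to start the reaction. Fluorescence was read kinetically at 0 and 10 min.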
POLB inh: DNA polymerase beta (human) inhibition; Pol beta primer extension/strand displacement, fluorescence kinetic; Potency, µM (top dose mostly 114 µM), for inactives: top-dose activity change, negative = inhibition, hits mostly inhibitors; actives 1.3% (n = 340,000); AID 485314; also: potency is read from the fitted curve at half-maximal effect; % is scaled to controls: 0 for no effect and ±100 for the full control effect
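Curves were derived by four-parameter Hill fits of normalized qHTS data. The kinetic fluorescent primer-extension read was taken at 0 and 10 min after 50 nM substrate, following a 15 min room-temperature preincubation of 10 nM enzyme with compounds.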
APEX1 inh: blocks human APE1 abasic DNA cleavage. recombinant APE1, TAMRA/BHQ-2 abasic DNA cleavage fluorescence. AID 2517. Potency, µM (titrated, usually from 65.8 µM), inactives show at the top dose activity change, negative = inhibition, usual class: inhibitors. actives 0.35% (n = 350,000);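 also: potency is read from the fitted curve at half-maximal effect; plate controls were vehicle for no effect and reference inhibitor for full effect; nearly all actives have a fitted effect of over 55% in size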
Target sequence (P27695 whole entry, looked up): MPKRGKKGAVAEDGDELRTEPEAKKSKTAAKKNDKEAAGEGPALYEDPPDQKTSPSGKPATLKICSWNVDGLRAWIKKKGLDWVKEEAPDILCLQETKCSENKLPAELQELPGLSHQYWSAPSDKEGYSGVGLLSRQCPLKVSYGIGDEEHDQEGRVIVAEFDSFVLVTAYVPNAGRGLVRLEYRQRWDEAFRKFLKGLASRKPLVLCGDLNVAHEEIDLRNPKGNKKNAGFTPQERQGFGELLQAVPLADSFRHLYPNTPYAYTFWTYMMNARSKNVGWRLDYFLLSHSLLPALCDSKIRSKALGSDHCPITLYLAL
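0.75 nM APE1 + cpd, 15 min RT; start w/ 50 nM TAMRA/BHQ-2 THF-abasic dsDNA; kinetic fluor 525/598 nm ×3 reads @60 s; Δ(read3−read1); normalized to DMSO and NSC13755 control wells.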
Pol kappa inh: inhibitors of human DNA polymerase kappa; Q9UBT6; Potency, µM (doses to about 107 µM), without a hit: at the top dose activity, negative = inhibition, most hits filed as inhibitors; AID 588579; purified Pol kappa, fluorescent DNA synthesis assay, 10 min; actives 0.53% (n = 400,000); also: potency is read from the fitted curve at half-maximal effect; % is scaled to controls: 0 for no effect and ±100 for the full control effect
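Kinetic fluorescence readout at 0 and 10 min followed reaction start with substrate at 50 nM final. Beforehand, enzyme (10 nM Pol kappa) stood 15 min with compound at room temperature; buffer-only wells were negative controls.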
POLI inh: inhibitors of human DNA polymerase iota | Q9UNA4 | Pol iota fluorescent replication assay, 10 min | Potency, µM (titrated, usually from 115 µM), without a hit: at the highest dose activity, negative = inhibition, most hits filed as inhibitors | actives 1% (n = 390,000) | AID 588590; also: potency is read from the fitted curve at half-maximal effect
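Pol iota at 10 nM preincubated 15 min with compounds at room temperature; reaction started with fluorescent substrate, 50 nM final. Fluorescence read kinetically at 0 and 10 min; buffer-only wells as negative control.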
RXFP1 antagonist: RXFP1 (human) relaxin receptor antagonism; Q9HBX9; HEK293-RXFP1, relaxin-stimulated cAMP HTRF, 30 min; active compounds read low; activity change, negative = inhibition, % at 57.5 µM; actives 0.59% (n = 350,000); AID 1259400;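 active = activity change of -60% or lower, but not beyond a set lower limit; inconclusive = change between -60% and -40%, or beyond the set limit; inactive = change above -40%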; also: % is scaled to controls: 0 for no effect and ±100 for the full control effect
Target sequence (Q9HBX9 whole entry, looked up): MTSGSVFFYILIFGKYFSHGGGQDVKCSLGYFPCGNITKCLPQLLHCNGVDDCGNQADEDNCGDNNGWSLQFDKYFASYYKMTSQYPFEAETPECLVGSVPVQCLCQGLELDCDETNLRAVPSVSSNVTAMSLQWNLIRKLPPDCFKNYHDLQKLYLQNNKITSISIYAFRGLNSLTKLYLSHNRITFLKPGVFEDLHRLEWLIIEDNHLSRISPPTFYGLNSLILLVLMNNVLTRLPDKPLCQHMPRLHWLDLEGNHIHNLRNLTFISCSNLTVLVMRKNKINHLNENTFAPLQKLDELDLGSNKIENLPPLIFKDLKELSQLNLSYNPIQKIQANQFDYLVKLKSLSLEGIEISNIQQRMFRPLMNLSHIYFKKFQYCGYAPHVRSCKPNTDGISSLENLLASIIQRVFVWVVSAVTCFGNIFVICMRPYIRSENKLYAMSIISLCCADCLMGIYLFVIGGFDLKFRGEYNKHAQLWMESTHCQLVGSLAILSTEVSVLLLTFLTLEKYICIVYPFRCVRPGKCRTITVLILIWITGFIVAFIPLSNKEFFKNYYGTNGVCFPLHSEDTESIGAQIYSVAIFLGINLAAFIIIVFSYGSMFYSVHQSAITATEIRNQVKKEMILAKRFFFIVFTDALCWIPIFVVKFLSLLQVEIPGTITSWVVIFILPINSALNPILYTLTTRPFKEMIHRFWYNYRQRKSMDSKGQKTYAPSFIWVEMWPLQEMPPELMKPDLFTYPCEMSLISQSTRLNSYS
Active calls of the source: *; i = inactive; ? = inconclusive; / = not tested or not shown; & = joins results of further samples; [ ] = another dose, or the depositor's remark. Unless noted, calls follow the shape of the dose curve; as a rule, active = well fitted curve in the direction sought with a large enough effect; inconclusive = small, poorly fitted or top-dose-only effect, or another doubt; inactive = no such curve, though single readings can be large; an effect the other way counts as inactive or inconclusive.

Fields – Apoferritin bind	Tb PGK inh	BLM inh	POLH inh	POLB inh	APEX1 inh	Pol kappa inh	POLI inh	RXFP1 antagonist
1	Cc1cnc(CNc2ncnc3ccc(-c4ccccc4C#N)cc23)cn1
    -7.5%	/	-3.1%	/	/	-1.3%	-5.4%[60.1 µM]	/	/
2	CCCCc1nnc(NC(=O)C2CC(=O)N(c3ccc(C)cc3)C2)s1 (stereo not drawn)
    -10.8%	-7.4%	-0.7%	-15.4%	-12.9%	-0.4%	6.9%	6.8%	-7.1
3	COc1cc(/C=C/C(=O)Nc2ccc3[nH]c(=O)[nH]c3c2)cc(OC)c1OC
    2.3%	-9.7%	2.7%	-22.9%	?	11.9%	?	75.6%[activator]	-6.3
4	CCOC(=O)Nc1cccc(OCC(=O)Nc2ccccc2OC)c1
    -20.9%	6.8%	-6.8%	-11.7%	-4.6%	-12.0%	-6.1%	0.6%	4.5
5	Cc1ccc(NC(=O)NNC(=O)C2CC(c3cccs3)=NO2)cc1 (stereo not drawn)
    -13.7%	i	0.8%	-7.5%	0.0%	-10.4%	-2.5%	56.3%[activator]	7.2
6	O=C(CCc1ccccc1)NCCC1=CCCCC1
    -12.7%	-0.1%	-3.0%	-10.0%	30.5%	2.0%	-5.6%	-27.2%	-3.6
7	CCOc1ccc(NCc2cc3c(C(C)(C)C)nn(-c4ccccc4)c3[nH]c2=O)cc1
    ?	/	-16.9%	-11.4%	?	1.6%	-13.6%	-1.9%	-8.4
8	COc1ccc(/C=C2/SC(=O)N(CCC(=O)Nc3ccc(S(=O)(=O)Nc4nccs4)cc3)C2=O)cc1
    -3.1%	-9.7%	-5.6%	31.6µM*	22.4µM*	-10.0%	-12.0%	?	-11.6
9	CN(C)S(=O)(=O)c1ccc(Oc2ccc(S(=O)(=O)N(C)C)cc2)cc1
    -9.5%	-3.4%	-8.0%	-16.4%	0.0%	-2.5%	8.1%	-7.7%	-3.3
10	O=C(NC(=S)N1CCN(Cc2ccccc2)CC1)c1ccco1
    -3.4%	1.4%	0.1%	-11.7%	0.1%	-0.2%	8.1%	38.2%[activator]	-3.1
11	N=c1oc2ccccc2cc1C(=O)N/N=C/c1ccccc1
    -16.6%	-9.6%	-5.1%	-20.3%	7.3%	-5.9%	-11.4%	63.7%[activator]	2.3
12	COc1ccccc1CNC(=O)COC(=O)c1cc(=O)[nH]c2ccccc12
    /	4.5%	/	-4.5%	/	6.2%	-9.6%	1.5%	-1.7
13	CCC(C)SCc1nc2ccccc2[nH]1 (stereo not drawn)
    ?	-1.3%	-0.5%	-4.2%	5.6%	-4.9%	7.4%	?	4.7
14	COc1ccc(CCNS(=O)(=O)c2ccc3c(c2)CC(C)N3C(=O)C2CCC2)cc1OC (stereo not drawn)
    -13.4%	0.7%	-0.6%	-2.3%	28.5%	/	-0.8%	-1.0%	-2.1
15	CCOC(=O)c1ccc(NC(=O)CC2C(=O)N(c3ccc(C)cc3)C(=O)N2C2CCCC2)cc1 (stereo not drawn)
    6.4%	i	-9.1%	-22.3%	?	/	-3.9%	4.5%	-9.2
16	Cc1c(Cc2ccccc2)c(=O)oc2cc(OCC(N)=O)ccc12
    -9.8%	-8.6%	-4.7%	-10.4%	-18.4%	1.1%	-1.7%	25.2%	-12.5
17	CN(Cc1c(F)cccc1Cl)C(=O)CNC(=O)c1sc2ccccc2c1Cl
    /	-10.6%	/	-2.8%	/	-12.5%	-7.9%	-2.7%	-21.2
18	NS(=O)(=O)c1ccc(CCNC(=O)CSc2nc3ccccc3c(=O)n2CC2CCCO2)cc1 (stereo not drawn)
    -3.9%	i	-10.4%	1.3%	11.7%	4.7%	-1.8%	-10.2%	-20.4
19	CCN1CCN(c2ccc(S(=O)(=O)N3CCOCC3)cc2NC(=O)/C=C/c2ccc(C)cc2)CC1
    /	-4.0%	/	-16.5%	/	-19.8%	-4.4%	22.7%	-20.2
20	COc1ccc(-n2nc3c(N4CCC(C(=O)N5CCC(C)CC5)CC4)nnc(C)c3c2C)cc1
    ?	-6.7%	7.4%&-2.4%	-20.8%&-17.3%	5.6%&0.0%	-8.1%	-5.1%&-14.8%	12.4%&20.6%	-21.2&-19.9
21	Cc1nc(SCc2ccc(C(=O)O)cc2)nc2c1CCCC2
    -9.1%	-2.0%	-12.2%	0.7%	8.3%	8.3%	-9.4%	8.0%	-27.1
22	COc1ccccc1C(=O)NCCC(=O)NC1CCCC(C)C1C (stereo not drawn)
    /	-5.6%	/	-12.7%	/	21.0%	-9.5%	22.3%	-5.9
23	Cc1ccccc1C(=O)NNC(=O)CSc1nnc(-c2ccncc2)n1-c1ccccc1
    2.5%	-9.9%	-1.8%	-4.1%	?	-0.6%	-2.6%	18.2%	4.0
24	CCCN(C(=O)C1CCCN(c2ncnc3c2nc2n3CCCCC2)C1)c1ccc(F)cc1 (stereo not drawn)
    -6.9%	0.1%	-1.1%	-6.1%	-19.7%	42.3%	6.9%	0.2%	-14.9
25	COc1ccc(S(=O)(=O)NCc2ccccn2)cc1NC(=O)c1ccccc1C
    /	-9.4%	/	-9.5%	/	-5.7%	-10.4%	-0.8%	-4.4
26	CCOC(=O)N1CCN(C(=O)CS(=O)(=O)Cc2nc(-c3ccccc3F)oc2C)CC1
    -0.3%	i	-0.7%	-14.5%	-7.9%	11.6%	11.1%	37.4%	18.6
27	Cc1sc(NC(=O)/C=C/c2ccco2)c(C(=O)O)c1C
    -3.2%	i	-0.9%	?	?	-2.6%	?	?	-11.4
28	O=C(NC1CCN(Cc2ccc(F)cc2)CC1)c1ccccc1
    5.2%	-0.9%	-6.8%	-9.2%	0.2%	0.5%	-7.2%	140.9%[activator]	-3.4
29	CCn1nc(C)c(CN2CCCC(CO)(Cc3ccccc3)C2)c1C (stereo not drawn)
    -7.1%	-4.1%	-0.7%	5.5%	3.1%	1.2%	-12.7%	34.8%[activator]	-35.4
30	O=S(=O)(NC(=NCc1ccccc1)c1ccccc1)c1ccc(Br)cc1
    -15.2%	0.4%	?	-19.5%	6.4%	10.3%	-20.6%	16.4%	-1.8
31	CCc1ccc(CNC(=O)c2ccc(NC(=O)N3CCCCc4ccccc43)cc2)cc1
    -12.7%	0.0%	-5.5%	-11.5%	5.1%	/	0.0%	0.5%	/
32	COc1ccc(N(CC(=O)N2CCN(c3ccccc3)CC2)S(=O)(=O)c2c(C)noc2C)cc1
    -10.2%	-14.2%	-9.3%	-6.9%	12.1%	-2.2%	2.1%	-6.7%	2.5
33	COc1cc(OC)cc(C(=O)NC(C)CNc2ccc(Cl)cc2[N+](=O)[O-])c1 (stereo not drawn)
    -9.4%	-4.2%	-5.9%	-7.7%	?	-21.1%	-6.0%	-0.2%	12.2
34	Cc1ccccc1Cn1c(C(C)O)nc2ccccc21 (stereo not drawn)
    -11.6%	2.2%	0.2%	-3.4%	1.0%	2.7%	-8.3%	2.3%	4.9
35	Cc1ccc(CC2CC(=O)N(c3ccc(Cl)cn3)C2=O)cc1 (stereo not drawn)
    3.7%	3.3%	-2.2%	-11.2%	-14.1%	4.0%	-10.6%	5.2%	-4.2
36	O=C(COc1ccc2c3c(c(=O)oc2c1)CCC3)N1CCCC1
    15.1%	-7.2%	-0.7%	-16.9%	0.0%	38.4%	-2.8%	-13.1%	0.2
37	CCOc1ccc(N=Nc2cc(C(C)C)ccc2O)cc1
    -14.0%	2.5%	0.1%	?	35.0%	0.3%	-8.1%	13.3%	-10.5
38	Cc1cc(C)n2c(SCC(=O)NC3CCCCC3)nnc2n1
    -5.2%	i	-3.7%	-9.7%	2.7%	2.0%	-1.1%	9.5%	1.4
39	Cc1nc2ccccc2c(=O)n1NC(=O)c1ccc(Cl)c(Cl)c1
    -3.9%	/	-2.9%	-6.0%	14.0%	23.4%	-4.0%	-26.1%	11.4
40	CN(CCCS(=O)(=O)[O-])c1ccc(/C=C/c2ccc3ccccc3[n+]2C)cc1
    -4.9%	/	-8.0%	0.9%	3.0%	-2.8%	4.9%	?	5.5

Pulled one by one from the list above:
Fields – Apoferritin bind	Tb PGK inh	BLM inh	POLH inh	POLB inh	APEX1 inh	Pol kappa inh	POLI inh	RXFP1 antagonist
40	CN(CCCS(=O)(=O)[O-])c1ccc(/C=C/c2ccc3ccccc3[n+]2C)cc1
    -4.9%	/	-8.0%	0.9%	3.0%	-2.8%	4.9%	?	5.5
39	Cc1nc2ccccc2c(=O)n1NC(=O)c1ccc(Cl)c(Cl)c1
    -3.9%	/	-2.9%	-6.0%	14.0%	23.4%	-4.0%	-26.1%	11.4

The list goes on:
Fields – Apoferritin bind	Tb PGK inh	BLM inh	POLH inh	POLB inh	APEX1 inh	Pol kappa inh	POLI inh	RXFP1 antagonist
41	CC(NC(=O)c1ccc2c(c1)S(=O)(=O)N=C1CCCCCN12)c1ccc(S(N)(=O)=O)cc1 (stereo not drawn)
    -0.8%	-0.1%	-6.9%	-3.0%	-14.0%	1.5%	-8.8%	14.1%	-1.1
42	O=C(Nc1ccccc1Cl)c1cc(S(=O)(=O)N2CCCCC2)ccc1N1CCOCC1
    -10.1%	-6.0%	-8.8%	-4.6%	24.7%	13.8%	-27.6%	1.5%	1.2
43	CCOc1ccccc1NC(=O)Cn1cnc2onc(-c3ccc(F)cc3)c2c1=O
    44.4%[activator]	-7.2%	-0.3%	-8.5%	18.7%	/	-10.5%	-2.9%	/
44	CC(C)CNC(=S)N(CCN(C)C)Cc1cc2cc3c(cc2[nH]c1=O)OCCO3
    -5.9%	i	6.7%	-6.2%	72.0%	1.6%	-10.3%	13.7%	-8.5
45	CN(CC(=O)Nc1cccc(S(=O)(=O)NC2=NCCC2)c1)Cc1cccc(F)c1
    /	-2.1%	/	1.9%	/	34.0%	1.2%	-22.0%	-3.7

Source: PubChem (National Center for Advancing Translational Sciences (NCATS))

An excerpt. The share of hits here may be higher or lower than overall.
